Source: PubChem BioAssay (Broad Institute)
ERAP1 HTS inh: human ERAP1 aminopeptidase inhibitors, primary screen, biochemical, single point, plate reader | Endoplasmic reticulum aminopeptidase 1 (Homo sapiens), Q9NZ08 | recombinant ERAP1, Leu-AMC fluorescence, 60 min | inhibition, % at 10.7 µM | actives 0.15% (n = 340,000);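 active = mean replicate inhibition of at least 30%, or all replicates individually reaching that 30% level; inactive = mean below 30% and not every replicate reaching it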;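 also: 0% = neutral control wells and 100% = L-leucinethiol positive control wells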
Cneo AK release: Cryptococcus neoformans cell lysis inducers, primary screen, AK release luminescence, single concentration | actives 0.2% (n = 360,000) | lysis activity, % at 15 µM | C. neoformans lysis, adenylate kinase release luminescence, 4 h; normalised: neutral wells 0, clomiphene wells 100;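 active = mean lysis activity across replicates of at least 80%, whatever share of replicates individually reach that level; inactive = mean lysis activity below 80%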
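read-out = cell lysis signal | test system = log-phase Cryptococcus neoformans yeast cells | input = cells at 5 × 10^6 per mL | medium = fresh YPD growth medium | signal = luminescent adenylate kinase detection reagent | timing = 4 h at 37 °C static, read 1 h later | dosing = single dose | controls = Clomiphene as positive lysis control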
Statin myotox sup: suppressors of statin myotoxicity in C2C12 myotubes, primary screen, cell-based, single point, plate reader. rescue of ATP level, % at 7.49 µM. actives 0.78% (n = 330,000). C2C12 myotubes + simvastatin, ATP luminescence, 48 h; scaled: DMSO 0, geranylgeraniol control 100;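 active = mean ATP rescue above about 67%, or every replicate alone reaching that limit, limit read from the data, passing the limit was not always enough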;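 also: myotubes were challenged with 10 µM simvastatin during compound exposure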
XiGFP reactiv: activators of inactive X chromosome reactivation, primary screen, imaging, XiGFP fibroblasts, GFP high-content imaging, set 2 | XiGFP mouse fibroblasts, % GFP-positive cells imaging, 3 d; cells co-treated with 5-aza-dC sensitizer; scaled so ellipticine positive control = 100% | activation, % at 7.58 µM | actives 0.055% (n = 360,000);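 active = mean normalized replicate activation at least 10% and every replicate at or above 10%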;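 also: 0% = median of on-plate neutral control wells and 100% = ellipticine 6 µM median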
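System: XiGFP fibroblasts, SV40-immortalized. Medium: DMEM plus 5-aza-dC sensitizer. Doses: single point. Timing: 3 d treatment, 15 min room-temperature fixation. Control set: ellipticine 6 µM.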
PGC1a acetyl inh: inhibitors of PGC1a acetylation signal, primary screen, cell-based, U2OS, AlphaScreen, inhibitor mode; AlphaScreen anti-acetyl-lysine; with virally co-expressed GCN5 acetyltransferase; inhibition, % at 15.6 µM; actives 0.17% (n = 350,000); AID 651687, 2012;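 active = every replicate shows inhibition of at least 40%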;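 also: 0% = neutral control wells and 100% = positive control wells; some results beyond the cut were filed as inactive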
S100A4 inh HTS: inhibitors of S100A4-myosin IIA peptide binding, primary screen, biochemical, fluorescence polarization, TAMRA-MyoIIA peptide. inhibition, % at 10.7 µM. actives 0.14% (n = 360,000);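 active = mean inhibition of at least 70% across replicates, with every replicate also reaching that level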
Target sequence (P26447 whole entry, looked up): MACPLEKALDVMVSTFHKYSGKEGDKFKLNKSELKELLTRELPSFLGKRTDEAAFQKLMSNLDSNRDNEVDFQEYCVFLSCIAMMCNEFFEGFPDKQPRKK
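Material: human S100A4 monomer with TAMRA-labelled myosin IIA peptide; buffer or medium: HEPES pH 7.2 with CaCl2, KCl, NaCl, DTT, Triton; compound dosing: one concentration per compound; schedule: 5 min incubation before reading; benchmarks: neutral control DMSO, positive control TFP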
SIRT5 inh: SIRT5 desuccinylase inhibitors, primary screen, biochemical, fluorescence imaging, single point, set 5; Purified SirT5, succinyl-peptide AMC, trypsin-coupled fluorescence; NAD-dependent protein deacylase sirtuin-5, mitochondrial (Homo sapiens), Q9NXA8; actives 1.1% (n = 330,000); inhibition, % at 15 µM; in the data active = inhibition above about 15%
Target sequence (Q9NXA8 whole entry, looked up): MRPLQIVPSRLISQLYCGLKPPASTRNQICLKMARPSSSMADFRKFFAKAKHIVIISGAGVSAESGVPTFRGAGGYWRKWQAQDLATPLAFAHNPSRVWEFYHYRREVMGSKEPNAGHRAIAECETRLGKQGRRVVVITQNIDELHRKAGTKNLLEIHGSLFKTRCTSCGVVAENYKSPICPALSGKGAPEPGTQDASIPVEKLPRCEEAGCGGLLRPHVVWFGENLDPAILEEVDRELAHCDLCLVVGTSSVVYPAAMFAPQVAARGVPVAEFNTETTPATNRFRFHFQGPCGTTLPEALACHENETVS
LGR2 inh: inhibitors of bursicon-induced LGR2 CRE-luciferase signal, primary screen, cell-based, HEK293, CRE-luciferase reporter, bursicon stimulation | inhibition, % at 9.99 µM | actives 0.35% (n = 380,000) | bursicon-stimulated, 4 h | Drosophila bursicon receptor LGR2 (rickets) | AID 720647, 2013;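 active = drop in luminescence signal, shown as inhibition above about 50% in the replicate tests, limit read from the data, passing the limit was not always enough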;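 also: agonist challenge used bursicon conditioned medium at about half maximal strength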
Starred values were filed as active, the others as inactive.

`Nc1c(C(=O)N/N=C/c2cccnc2)oc2nc(-c3ccco3)cc(-c3ccco3)c12` gave ERAP1 HTS inh 4, Cneo AK release -2, XiGFP reactiv 0.0, PGC1a acetyl inh -14, S100A4 inh HTS 0, SIRT5 inh -3 and LGR2 inh -3.
`O=S(=O)(Nc1nnc(C2CC2)s1)c1ccccc1` gave ERAP1 HTS inh -2, Cneo AK release -1, Statin myotox sup 1, XiGFP reactiv 0.2, PGC1a acetyl inh -3, S100A4 inh HTS -5, SIRT5 inh 1 and LGR2 inh 3.
For O=C(c1ccco1)N1CCN(C(=O)c2ccccc2OCc2ccc(Cl)cc2)CC1 the results were ERAP1 HTS inh 3, Cneo AK release 2, Statin myotox sup -1, XiGFP reactiv 0.1, PGC1a acetyl inh 3, S100A4 inh HTS -2, SIRT5 inh 2 and LGR2 inh 7.
`OCc1ccc(-c2cncc3nccn23)cc1` gave ERAP1 HTS inh 1, Cneo AK release 1, Statin myotox sup 4, XiGFP reactiv 0.0, S100A4 inh HTS 3 and LGR2 inh -10.
C[C@H]1CN([C@@H](C)CO)S(=O)(=O)c2ccc(-c3cncnc3)cc2O[C@H]1CN(C)C(=O)C1CCCCC1 was read as ERAP1 HTS inh -1, Cneo AK release 6, Statin myotox sup -4, XiGFP reactiv 1.0, PGC1a acetyl inh 0, S100A4 inh HTS 8, SIRT5 inh -11 and LGR2 inh 25.
Screening CCS(=O)(=O)NCC[C@H]1CC[C@H](NC(=O)C2CCOCC2)[C@H](CO)O1 returned ERAP1 HTS inh -2, Cneo AK release 2, Statin myotox sup -5, XiGFP reactiv 0.0, PGC1a acetyl inh -12, S100A4 inh HTS 4, SIRT5 inh -6 and LGR2 inh -1.
Screening CC(C)(C)c1ccc(C(=O)Nc2nnc(C3=COCCO3)o2)cc1 returned ERAP1 HTS inh -2, Cneo AK release 2, Statin myotox sup 0, XiGFP reactiv 0.0, PGC1a acetyl inh -1, S100A4 inh HTS 3, SIRT5 inh -9 and LGR2 inh -3.
For Cc1[nH]c2ccc(C(=O)N3CCN(c4ccccc4Cl)CC3)cc2c1C the results were ERAP1 HTS inh -7, Cneo AK release 6, Statin myotox sup 61, XiGFP reactiv 0.0, PGC1a acetyl inh -7, S100A4 inh HTS -3, SIRT5 inh 1 and LGR2 inh 0.
C/C(=N\NC(=O)c1cccc([N+](=O)[O-])c1)c1ccncc1 was read as ERAP1 HTS inh -1, XiGFP reactiv 0.0, PGC1a acetyl inh 3, S100A4 inh HTS 4, SIRT5 inh -1 and LGR2 inh -19.
Screening CSc1sc(-c2ccnc(SCC(=O)C(C)(C)C)n2)c2c1C(=O)CC(C)(C)C2 returned ERAP1 HTS inh 8, Statin myotox sup -26, XiGFP reactiv 0.3, PGC1a acetyl inh -9, S100A4 inh HTS 2, SIRT5 inh -2 and LGR2 inh -3.
`C[C@@H]1CN([C@@H](C)CO)C(=O)c2cc(NC(=O)Nc3ccc(C(F)(F)F)cc3)ccc2O[C@H]1CN(C)S(=O)(=O)c1ccc(Cl)cc1` gave ERAP1 HTS inh 1, Cneo AK release 4, Statin myotox sup -22, XiGFP reactiv -0.1, PGC1a acetyl inh -5, S100A4 inh HTS -5, SIRT5 inh 1 and LGR2 inh 19.
Screening Cc1ccc(F)c(S(=O)(=O)NC(=O)C2(C)CCN2C(=O)C2(c3ccc(Cl)cc3)CCC2)c1 (centres undefined) returned ERAP1 HTS inh 1, Cneo AK release 2, Statin myotox sup 11, XiGFP reactiv 0.0, PGC1a acetyl inh -2, S100A4 inh HTS -1, SIRT5 inh 2 and LGR2 inh 0.
C[C@@H]1CN([C@@H](C)CO)S(=O)(=O)c2ccc(C#CC3CC3)cc2O[C@@H]1CN(C)C(=O)c1ccncc1 was read as ERAP1 HTS inh -7, Cneo AK release -11, Statin myotox sup -16, XiGFP reactiv 0.4, PGC1a acetyl inh 1, S100A4 inh HTS 13, SIRT5 inh 5 and LGR2 inh 3.
`Nc1c2nc(-c3ccccc3Cl)[nH]c(=O)c2nc(=O)n1-c1ccccc1` gave Statin myotox sup 1, XiGFP reactiv 0.2, PGC1a acetyl inh -2, S100A4 inh HTS -6, SIRT5 inh -3 and LGR2 inh -17.
O=C(NCC(c1ccco1)N1CCCC1)c1cc2cc(Cl)ccc2o1 (centres undefined) was read as ERAP1 HTS inh 0, Cneo AK release 0, Statin myotox sup -12, XiGFP reactiv -0.2, PGC1a acetyl inh -5, S100A4 inh HTS 20, SIRT5 inh -31 and LGR2 inh -15.
COCCOC(=O)C1=C(C)OC(N)=C(C#N)C1c1cc2cccc(C)c2nc1Cl (centres undefined) was read as ERAP1 HTS inh 0, Statin myotox sup -7, XiGFP reactiv 0.0, PGC1a acetyl inh -10, S100A4 inh HTS -3, SIRT5 inh -6 and LGR2 inh -12.
COc1cccc(NC(=O)N[C@H]2C=C[C@@H](CC(=O)Nc3ccccc3)O[C@H]2CO)c1 was read as ERAP1 HTS inh -1, Cneo AK release 47, Statin myotox sup 8, XiGFP reactiv 0.0, PGC1a acetyl inh -3, S100A4 inh HTS -1, SIRT5 inh 5 and LGR2 inh -9.
For CC(C)NC(=O)CC(=O)N/N=C/c1ccc(Br)cc1 the results were ERAP1 HTS inh 9, Cneo AK release -1, Statin myotox sup 2, S100A4 inh HTS -2, SIRT5 inh -2 and LGR2 inh -7.
For CCN(CC(=O)NCc1ccco1)S(=O)(=O)c1ccc(F)cc1 the results were ERAP1 HTS inh 2, Cneo AK release -2, Statin myotox sup -26, XiGFP reactiv 0.2, S100A4 inh HTS -16, SIRT5 inh 9 and LGR2 inh 1.
Screening O=c1[nH]c(SCCOc2ccccc2)nc2ccccc12 returned Cneo AK release 0, Statin myotox sup -10, PGC1a acetyl inh -2 and LGR2 inh -19.
For Cc1cccc(NC(=O)COC(=O)c2cc(C)oc2C)c1 the results were ERAP1 HTS inh 2, Statin myotox sup 0, XiGFP reactiv 0.2, PGC1a acetyl inh 1, S100A4 inh HTS 2, SIRT5 inh -5 and LGR2 inh -2.
Screening Cc1cccc(N2CCN(C(=O)CSc3ccc4c(c3)OCCO4)CC2)c1C returned ERAP1 HTS inh -2, Cneo AK release 1, Statin myotox sup -6, XiGFP reactiv 0.0, PGC1a acetyl inh -2, S100A4 inh HTS -7, SIRT5 inh -1 and LGR2 inh 1.
CCOC(=O)C1=C(c2ccccc2)NC(=O)N(C(C)=O)C1c1cccc([N+](=O)[O-])c1 (centres undefined) was read as ERAP1 HTS inh 4, XiGFP reactiv 0.2, S100A4 inh HTS -2, SIRT5 inh -2 and LGR2 inh 9.
For CO[C@H]1CN(C)C(=O)c2ccc(NC(=O)Nc3ccccc3F)cc2OC[C@@H](C)N(C(C)=O)C[C@@H]1C the results were ERAP1 HTS inh 2, Cneo AK release 3, Statin myotox sup 15, XiGFP reactiv 0.4, PGC1a acetyl inh -2, S100A4 inh HTS 5, SIRT5 inh 11 and LGR2 inh 9.
Screening O=C(N[C@@H]1CC[C@@H](CCNC(=O)c2ccccc2F)O[C@H]1CO)c1ccc2c(c1)OCO2 returned ERAP1 HTS inh -3, Cneo AK release -1, Statin myotox sup 4, XiGFP reactiv 1.5, PGC1a acetyl inh 16, S100A4 inh HTS -3, SIRT5 inh -1 and LGR2 inh -13.
For COc1ccc2c3c(n(C)c2c1)[C@H](CO)N(Cc1cc(F)ccc1F)CC31CN(C(=O)C2CC2)C1 the results were ERAP1 HTS inh 2, XiGFP reactiv 0.0, PGC1a acetyl inh -5, S100A4 inh HTS -1, SIRT5 inh -9 and LGR2 inh 7.
For COc1cc(S(=O)(=O)Nc2ncn[nH]2)ccc1Cl the results were ERAP1 HTS inh -3, Cneo AK release 3, Statin myotox sup -2, XiGFP reactiv 0.0, S100A4 inh HTS -5, SIRT5 inh -2 and LGR2 inh 3.
For COc1ccc(-n2c3c(cc(C(=O)Nc4cccc(C)n4)c2=O)C(=O)CC(C)(C)C3)cc1 the results were ERAP1 HTS inh -4, XiGFP reactiv 0.3, PGC1a acetyl inh 2, S100A4 inh HTS 1, SIRT5 inh 5 and LGR2 inh -6.
For C[C@@H]1CN([C@H](C)CO)C(=O)c2cccc(NC(=O)C3CCOCC3)c2O[C@@H]1CN(C)C(=O)Nc1ccccc1 the results were ERAP1 HTS inh 0, Cneo AK release 2, Statin myotox sup -2, XiGFP reactiv -0.9, PGC1a acetyl inh 6, S100A4 inh HTS -7, SIRT5 inh -5 and LGR2 inh -9.
Cc1nn(CC(C)C)c2sc(C(=O)NC3CC(C)(C)NC(C)(C)C3)cc12 was read as ERAP1 HTS inh -3, Cneo AK release -2, Statin myotox sup 4, XiGFP reactiv 0.0, S100A4 inh HTS -3 and LGR2 inh -4.
Screening Cc1ccc(N(Cc2cc3ccccc3[nH]c2=O)S(C)(=O)=O)cc1 returned ERAP1 HTS inh -1, XiGFP reactiv 0.2, PGC1a acetyl inh 9, S100A4 inh HTS 2 and SIRT5 inh -1.
Screening COc1cccc(C(=O)NN2CC(O)=C(c3nc4ccccc4s3)C2=N)c1 returned ERAP1 HTS inh -1, Statin myotox sup -10, XiGFP reactiv 0.0, PGC1a acetyl inh 2, S100A4 inh HTS 1, SIRT5 inh 4 and LGR2 inh -16.
NC(=O)c1c(NC(=O)c2ccccc2)sc2c1CCN(Cc1ccccc1)C2 was read as ERAP1 HTS inh -3, Cneo AK release 4, Statin myotox sup -17, XiGFP reactiv 44*, PGC1a acetyl inh 3, S100A4 inh HTS 1, SIRT5 inh 1 and LGR2 inh -45.
`Cc1ccc2nc(-c3ccccc3)c(CC(=O)O)c(C(=O)O)c2c1` gave ERAP1 HTS inh 0, XiGFP reactiv 0.0, PGC1a acetyl inh -11, S100A4 inh HTS -3, SIRT5 inh -4 and LGR2 inh -24.
Screening CC=Cc1ccc2n(c1=O)C[C@@H]1[C@@H](CO)[C@H](C(=O)NCC(F)(F)F)[C@H]2N1C(C)=O (mixture of isomers) returned ERAP1 HTS inh 0, Cneo AK release 1, Statin myotox sup -10, XiGFP reactiv 0.4, S100A4 inh HTS 9, SIRT5 inh -18 and LGR2 inh -3.
Screening N#C[C@@H]1[C@H](c2ccccc2-c2ccccc2)[C@H](CO)N1C(=O)Cc1cccnc1 returned ERAP1 HTS inh -1, XiGFP reactiv 0.2, PGC1a acetyl inh 4, S100A4 inh HTS -17, SIRT5 inh 4 and LGR2 inh -4.

Compounds from the list above containing a CF3 group (two):
`C[C@@H]1CN([C@@H](C)CO)C(=O)c2cc(NC(=O)Nc3ccc(C(F)(F)F)cc3)ccc2O[C@H]1CN(C)S(=O)(=O)c1ccc(Cl)cc1` gave ERAP1 HTS inh 1, Cneo AK release 4, Statin myotox sup -22, XiGFP reactiv -0.1, PGC1a acetyl inh -5, S100A4 inh HTS -5, SIRT5 inh 1 and LGR2 inh 19.
Screening CC=Cc1ccc2n(c1=O)C[C@@H]1[C@@H](CO)[C@H](C(=O)NCC(F)(F)F)[C@H]2N1C(C)=O (mixture of isomers) returned ERAP1 HTS inh 0, Cneo AK release 1, Statin myotox sup -10, XiGFP reactiv 0.4, S100A4 inh HTS 9, SIRT5 inh -18 and LGR2 inh -3.

This is a subset; the hit share may differ from the screen's.
